# Assay outcomes (PubChem BioAssay)
# RGS8-Gao reg: regulators of human RGS8-Galphao interaction; multiplexed bead flow cytometry, RGS8-Galphao binding; actives lie on both sides; response (percent of control binding), % at 10 µM; hit rate 0.34% among 220,000; P09471; in the data active means response below about 60% or above about 140%; inactive means in between;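 further: Galphao activated as the GDP aluminium fluoride complex binding bead-coupled RGS8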
# Target sequence (P09471 whole entry, looked up): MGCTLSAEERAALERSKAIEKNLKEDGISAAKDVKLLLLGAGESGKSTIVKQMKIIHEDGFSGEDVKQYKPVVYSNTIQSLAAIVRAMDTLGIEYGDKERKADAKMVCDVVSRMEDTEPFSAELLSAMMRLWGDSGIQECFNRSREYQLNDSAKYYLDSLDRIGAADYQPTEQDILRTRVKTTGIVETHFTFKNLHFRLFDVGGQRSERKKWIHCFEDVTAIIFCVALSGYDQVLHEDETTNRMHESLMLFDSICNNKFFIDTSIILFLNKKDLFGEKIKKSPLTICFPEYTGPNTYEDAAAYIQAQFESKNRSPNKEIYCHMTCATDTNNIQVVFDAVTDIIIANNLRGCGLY
# RGS4-Gao reg: modulates binding of RGS4 to human Galphao | binding response (% of control), % at 10 µM | P09471 | Multiplexed bead flow cytometry; actives lie on both sides | hit rate 0.33% among 220,000 | AID 1415; in the data active means binding response below about 49% or above about 150%; inactive means in between;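 further: fluorescent Galphao activated with aluminum fluoride binding bead-coupled RGS4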
# RGS7-Gao: regulators of human RGS7-Galphao interaction | hit rate 0.35% among 220,000 | Multiplexed bead flow cytometry, RGS7-Galphao binding; actives lie on both sides | binding response (% of control), % at 10 µM | P09471; in the data active means binding response below about 49% or above about 150%; inconclusive means no clear call, values can overlap the other calls; inactive means in between;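 further: fluorescent Galphao held in activated GDP-AlF4 state binding bead-coupled RGS7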
# The depositor's hits bear a star; ? = inconclusive; · = no result given; [ ] = another dose, or the depositor's remark. Only part of the results is shown; the hit share may differ from the screen's.
# Values run as follows: RGS8-Gao reg, RGS4-Gao reg, RGS7-Gao
C/C(=N\O)C1CCCCC1
 : 95, 95, ?
CC1(C)c2ccccc2-n2c1cc1oc(=O)cc(O)c1c2=O
 : 101, 102, ?
COc1ccc(/C=N/NC(=O)c2c(C)nc3ccccn23)cc1[N+](=O)[O-]
 : 104, 109, ?
CCOCCCn1c(=NC(=O)c2cccs2)c(C#N)cc2c(=O)n3cccc(C)c3nc21
 : 101, 101, ?
COc1ccc2c(c1)c(C(=O)N/N=C/c1cccc(Br)c1)c(C)n2C
 : 93, 87, ?
CCn1c(N2CCN(CC(=O)c3c(C)n(C)c4ccc(OC)cc34)CC2)nc2c1c(=O)[nH]c(=O)n2C
 : 101, 103, ?
CC(C)c1cc(-c2cc(-c3ccccc3)on2)nc(NC2CCCC2)n1
 : 97, 96, ?
COC(=O)CC1C(=O)NCCN1C(=S)Nc1ccc(F)cc1 (stereo unspecified)
 : 95, 97, ?
Cc1nc([N+](=O)[O-])cn1CCC#N
 : 101, 99, ?
O=C(NCc1nc2ccccc2[nH]1)C1=C[C@@H](c2ccc3c(c2)OCO3)C[C@@H](OCc2ccc(CO)cc2)O1
 : 100, 99, ?
COc1ccc(N(CC(=O)Nc2ccccc2C)S(=O)(=O)c2c(C)[nH]c(=O)[nH]c2=O)cc1
 : 99, 101, ?
CC(C)C[C@@H]1NC(=O)[C@H](Cc2ccccc2)N(C)C(=O)[C@H](C)NC(=O)c2ccccc2NC(=O)[C@H](Cc2ccc(O)cc2)N(C)C1=O
 : 84, 73, ?
CC(C)Cn1nc(NC(=O)c2ccco2)c2cc3ccccc3nc21
 : 100, 99, ?
COc1ccc(COc2cccnc2N)cc1
 : 103, 106, ?
C/C(CCC1CC(C)OC1=O)=N\NC(N)=S (stereo unspecified)
 : 100, 97, ?
CCOC(=O)C1CCN(c2c(NCCC(C)C)c(=O)c2=O)CC1
 : 97, 92, ?
Nc1ccc(C(=O)Nc2ccc(Nc3ccncc3)cc2)cc1
 : 101, 103, ?
COc1ccc2nc(/C=N/NC(=O)CCNC(=O)OC(C)(C)C)ccc2c1
 : 95, 92, ?
Cc1oc(C(C)(C)C)cc1C(=O)NC1CCN(Cc2ccccc2)CC1
 : 105, 108, ?
CC(C)(C)NC(=S)N/N=C/c1cccnc1
 : 101, 99, ?
COc1cccc(/C=N/NC(=O)c2cnn(-c3ccccc3)c2N)c1
 : 100, 95, ?
COc1ccc(CCn2c(NN=C(C)C)nc3c2c(=O)[nH]c(=O)n3C)cc1
 : 97, 98, ?
Cc1cc2c(NC(=O)Nc3ccccc3)cccc2nn1
 : 102, 101, ?
Cc1onc(C(=O)NN)c1-c1csc(COc2ccccc2)n1
 : 99, 99, ?
CCN(CC)CCN1C(=O)c2cccc3cc(N)cc(c23)C1=O
 : 102, 99, ?
COC(=O)C(CC(C)C)N1CCC(=O)c2ccccc2S1(=O)=O (stereo unspecified)
 : 101, 102, ?
CC1=CC(C)(C)n2c(O)c(N=NC(N)=S)c3c(C)c(C)cc1c32
 : 96, 91, ?
COC(=O)COc1ccc(NC(=O)c2ccco2)cc1
 : 102, 101, ?
COc1ccc(NC(=O)C2CC(=O)n3c(nc4ccccc43)N2)cc1 (stereo unspecified)
 : 102, 100, ?
COc1ccc(/C=N/Nc2ncnc3c2[nH]c2ccc(C)cc23)c(OC)c1OC
 : 99, 98, ?
CC1(C(=O)N2CC3(CC(c4cccc(NC(=O)CC(c5ccccc5)c5ccccc5)c4)=NO3)C[C@@H]2C(N)=O)CC1 (stereo partly specified)
 : 103, 102, ?
CSc1ccc(/C=N/NC(=O)c2cccs2)cc1
 : 100, 98, ?
COc1ccc(-c2nnnn2C(C)C)cc1
 : 101, 101, ?
CCOC(=O)C1=C(O)C(=O)N(c2ccc(S(N)(=O)=O)cc2)C1c1cccc([N+](=O)[O-])c1 (stereo unspecified)
 : 99, 94, ?
COc1ccc(-c2cc3cc(OC)c(OC)cc3c(C)n2)cc1C
 : 100, 99, ?
CC1(C)CC(=O)C(N=Nc2cccnc2)=C(O)C1
 : 106, 117, ?
Cc1nc(NC(=O)CSc2nncs2)c(Cl)cc1Cl
 : 102, 103, ?
Cc1ccsc1/C=N/NC(=O)Cc1ccc(Cl)cc1
 : 99, 100, ?
COc1cc(O)c(C(CCN2CCCC(C)C2)c2cc(OC)c(OC)c(OC)c2)c(OC)c1 (stereo unspecified)
 : 105, 117, ?
COc1ccc(Nc2cc(C)nc(NCc3ccccc3)n2)cc1
 : 101, 101, ?
CNC(=O)COC(=O)/C=C/c1cn(-c2ccccc2)nc1-c1ccc(C)o1
 : 98, 95, ?
CC(C)Cc1nc2sc3c(c2c(=O)n1N)CC(C)(C)OC3
 : 104, 111, ?
COC(=O)c1sc(C(F)(F)F)c(-c2ccccc2)c1S(=O)(=O)N(C)C
 : 100, 95, ?
NNC(=O)c1ccc(COc2cccc3ccccc23)o1
 : 102, 98, ·
CCCCCCN(C(=O)CCCCCN1C(=O)NC(c2ccc(-c3ccccc3)cc2)C(C(=O)OCc2ccccc2)=C1C)C(C(=O)NCCCC)c1ccccc1 (stereo unspecified)
 : 100, 99, ?
CC#CCN1c2ccccc2[C@]23C[C@@H](C(=O)OC)N(C(=O)C4CCC4)C2=NC(C(=O)OC)=C(C(=O)OC)[C@H]13
 : 99, 93, ?
N#Cc1ccc(S(=O)(=O)N2CCc3[nH]c4ccc(F)cc4c3C2)cc1
 : 102, 100, ?
CCOC(=O)C(NC(=O)CC)(Nc1ccc(S(N)(=O)=O)cc1)C(F)(F)F (stereo unspecified)
 : 98, 91, ?
COc1ccc(Cn2cnc3c4cc(F)ccc4n(C)c3c2=O)cc1
 : 103, 102, ?
COc1ccc(/C=N/NC(=O)Cn2ccnc2C)cc1OC
 : 95, 95, ?
CCOC(=O)NNc1cc(C(F)(F)F)ccn1
 : 133, 169*[activator], ?
CSc1n[nH]c(NC(=O)c2c(-c3c(Cl)cccc3Cl)noc2C)n1
 : 102, 105, ?
Oc1ccc2ccccc2c1N=Nc1ccccc1F
 : 100, 103, ?
O=C(Cc1ccccc1Cl)NC1(O)C(=O)c2ccccc2C1=O
 : 102, 113, ?
Nc1cc(Nc2ccc(Br)cc2)nc(N)n1
 : 104, 106, ?
O=[N+]([O-])c1ccc2[nH]c(O)c(N=NC(=S)Nc3cccnc3)c2c1
 : 98, 97, ?
COc1ccc(N=Cc2c(O)c3ccccc3n2C(C)=O)cc1
 : 103, 105, ?
Oc1ccc(/C=N/Nc2nn3cnnc3c3ccccc23)cc1
 : 101, 94, ?
O=C(CSc1nccc(-c2cccs2)n1)Nc1ccccc1
 : 99, 103, ?
C[C@H](NC(=O)CCn1nnc2ccccc2c1=O)C(=O)O
 : 105, 101, ?

# Structural class, the entries above with a furan ring, fused or not (5)
# Values run as follows: RGS8-Gao reg, RGS4-Gao reg, RGS7-Gao
CC(C)Cn1nc(NC(=O)c2ccco2)c2cc3ccccc3nc21
 : 100, 99, ?
Cc1oc(C(C)(C)C)cc1C(=O)NC1CCN(Cc2ccccc2)CC1
 : 105, 108, ?
COC(=O)COc1ccc(NC(=O)c2ccco2)cc1
 : 102, 101, ?
CNC(=O)COC(=O)/C=C/c1cn(-c2ccccc2)nc1-c1ccc(C)o1
 : 98, 95, ?
NNC(=O)c1ccc(COc2cccc3ccccc23)o1
 : 102, 98, ·

# Next section:
# Values run as follows: RGS8-Gao reg, RGS4-Gao reg, RGS7-Gao
COc1ccccc1Nc1nc(NCc2ccco2)nc(N)c1[N+](=O)[O-]
 : 102, 100, ?
Cc1ccc(OC(C)C(=O)N(Cc2cccs2)C2CCS(=O)(=O)C2)cc1C (stereo unspecified)
 : 99, 97, ?
COc1ccccc1C(=O)Nc1ccc(-c2nnn(CC(=O)NCc3ccco3)n2)cc1
 : 105, 103, ?
CC(O)(c1ccccc1)C(c1ccccc1)C1CCCCN1 (stereo unspecified)
 : 100, 103, ?
CCCCc1c(C)nc2c(OC)cccc2c1SCC(=O)O
 : 100, 104, ?
NCCNC[C@@H]1COC2(CCCCCCCCCCC2)O1
 : 104, 102, ?
COc1cc(OC)c(N(C)S(=O)(=O)c2cccc(C(=O)NC3=NCCS3)c2)cc1Cl
 : 104, 101, ?
Cc1nn(CCS(=O)(=O)c2ccc(Cl)cc2)c(C)c1Br
 : 103, 104, ?
NS(=O)(=O)c1ccc(-c2ccc(/C=C3\SC(=S)N(C4CCS(=O)(=O)C4)C3=O)o2)cc1 (stereo unspecified)
 : 90, 98, ?
FC(F)(F)c1cc(Oc2ccc(Cl)cc2)ncc1-c1nnc(-c2ccc(Cl)cc2)o1
 : 101, 104, ?
CCN1C(=O)[C@@H]2[C@H](C1=O)[C@@H]1C[C@H]3C(=O)N(CC)C(=O)[C@H]3[C@@H]3C1=C(C(=O)N1C(=O)OC(=NCC4CC4)[C@]31C)[C@@H]2C
 : 104, 105, ?
NS(=O)(=O)c1cccc(NS(=O)(=O)c2ccc(/C=C/C(=O)O)cc2)c1
 : 104, 100, ?
COc1ccc(NC(=O)Cn2c(=O)oc3ccccc32)cc1
 : 95, 94, ?
Cc1n[nH]c(=O)c2ccccc12
 : 103, 101, ?
N#C/C(=C/c1ccc(F)cc1)S(=O)(=O)c1ccccc1
 : 102, 96, ?
Cc1onc(-c2ccccc2)c1CNS(=O)(=O)c1cccc(Cl)c1
 : 127, 153*[activator], ?
Cc1ccc(-c2noc(-c3ccno3)n2)cc1
 : 98, 99, ?
O=C1c2ccc([N+](=O)[O-])cc2NC(c2ccco2)N1/N=C/c1ccco1 (stereo unspecified)
 : 99, 102, ?
COc1cccc(CN2CCNC(=O)C2CC(=O)NCCn2nc(C)cc2C)c1OC (stereo unspecified)
 : 100, 103, ?
O=C(CC(c1ccccc1)c1ccccc1)Nc1ccncc1
 : 97, 100, ?

# Random excerpt: 2 entries already listed.
# Values run as follows: RGS8-Gao reg, RGS4-Gao reg, RGS7-Gao
COc1cccc(CN2CCNC(=O)C2CC(=O)NCCn2nc(C)cc2C)c1OC (stereo unspecified)
 : 100, 103, ?
NS(=O)(=O)c1cccc(NS(=O)(=O)c2ccc(/C=C/C(=O)O)cc2)c1
 : 104, 100, ?

# Additional records follow:
smiles	RGS8-Gao reg	RGS4-Gao reg	RGS7-Gao
CC1=Nc2cc(C(=O)NCC3CCCO3)ccc2Sc2ccc(Br)cc21 (stereo unspecified)	97	92	?
Cc1ccc(Cl)c(OCCCN(C)Cc2ccccc2)c1	104	107	?
O=c1[nH]c(CN2CCN(c3ncccn3)CC2)nc2c(Br)cc(Br)cc12	95	89	?
Cc1noc(C)c1COC(=O)COc1ccc(-c2ccccc2)cc1	96	95	?
Cc1cc(C(=O)N/N=C/c2ccncc2)c(C)o1	94	90	?
COCCCN(CCC#N)C(=O)c1c(-c2c(Cl)cccc2Cl)noc1C	104	105	?
COc1ccc(C2=NOC(C(=O)Nc3cc(C)on3)C2)cc1OC (stereo unspecified)	97	95	?
Cc1nnn(C23C[C@@H]4C[C@@H](CC(C(=O)N5CCN(c6ccccc6)CC5)(C4)C2)C3)n1	100	98	?
O=C(Nc1nc2ccsc2c(=O)s1)c1ccc(Cl)cc1	99	96	?
CCOC(=O)N1CCN(c2c(NCc3ccc(F)cc3)c(=O)c2=O)CC1	97	97	?
O=C(Nc1ccc2[nH]ccc2c1)c1cccs1	98	94	?
Cc1nn(-c2ccccn2)c(N)c1N=O	100	99	?
O=C(CCCN1C(=O)/C(=C/c2ccco2)SC1=S)Nc1cccc(C(=O)O)c1	99	102	?
Cc1ccc(Oc2ncccc2NC(=O)CCCC(=O)O)c2c1CCC2	100	101	?
Cc1onc(-c2c(Cl)cccc2Cl)c1C(=O)ONC(=O)c1ccccc1	101	102	?
NC(=O)CC(NC(=O)Cc1ccc(Br)cc1)c1ccc(N2CCN(c3ccc(F)cc3)CC2)c([N+](=O)[O-])c1 (stereo unspecified)	103	103	?
O=C(N/N=C/c1ccc([N+](=O)[O-])cc1)c1cccs1	99	97	?
COC(=O)[C@@H]1C[C@@]2(O)[C@@H](O)[C@@H](O)[C@@H](O)C[C@H]2N1C/C=C/c1ccccc1	97	90	?
C/C=C(\C)C(=O)N[C@@H](C)CN1C2=NC[C@H](C(C)C)N2C[C@H]1Cc1ccc(OC)cc1	86	96	?
COc1cc2cc(C)c(SCC(=O)N3CCN(C(=O)c4ccco4)CC3)nc2cc1OC	103	105	?
O=C(COC(=O)c1ccc2c(c1)S(=O)(=O)N=C1CCCCCN12)NCc1cccs1	101	101	?
CC1(C(=O)NNC(=O)c2ccc(=O)oc2)CC1Br (stereo unspecified)	109	115	?
COc1ccc(/C=N/NC(=S)NCC2CCCO2)cc1 (stereo unspecified)	102	100	?
Nc1cnc(Nc2ccc(Br)cc2)nc1N	98	95	?
COc1cccc(-c2nc(N3CCN(Cc4ccccc4)CC3)c3ccccc3n2)c1O	100	96	?
C=C1SC(Nc2c(C)cc(C)cc2C)=NC12CCCCC2	113	114	?
O=C1N/C(=N\S(=O)(=O)Cc2ccccc2)S/C1=C/c1cc([N+](=O)[O-])ccc1O	103	103	?
Cc1nn2c(NCc3cccnc3)c3c(nc2c1-c1ccccc1)CCC3	97	97	?
COc1cc(/C=C/c2ccc3c([N+](=O)[O-])cccc3n2)ccc1OCC(=O)O	92	91	?
CCC(=O)Nc1cccc(C2=NOC3(C2)C[C@@H](C(N)=O)N(C(=O)CC)C3)c1 (stereo partly specified)	108	112	?
CSc1nsc(SC)c1C(=O)NC(=O)Nc1cccnc1	100	103	?
O=C(CO/N=C/c1ccc(Cl)cc1Cl)NNC(=O)c1ccc(Cl)cc1Cl	99	100	?
COc1ccc(CCNc2nc3ccccc3n3cnnc23)cc1OC	102	105	?
CN1C(C(=O)NCc2ccco2)CC2Cn3c(nc4cc5ccccc5cc43)C21 (stereo unspecified)	98	101	?
O=S(=O)(c1ccc(S(=O)(=O)N2CCC3(CC2)OCCO3)cc1)N1CCCC1	102	104	?
COc1ccc(CC(=O)O/N=C(\N)c2ccccn2)cc1	103	103	?
